Growth percent in the NCI-60 one-dose screen (48 h, 10 µM unless noted): 100 = growth as untreated, 0 = no growth, -100 = all killed.
OVCAR-3 = OVCAR-3 ovarian cancer | AID 1794787 | 79,000 compounds, 7% hits
OVCAR-5 = OVCAR-5 ovarian cancer | 82,000 compounds, 2.9% hits
DU-145 = DU-145 prostate cancer | 81,000 compounds, 4.2% hits
SK-OV-3 = SK-OV-3 ovarian cancer cells. 80,000 compounds, 3.2% hits
OVCAR-8 = OVCAR-8 ovarian cancer. 81,000 compounds, 4.4% hits. AID 1794782
IGROV1 = IGROV1 ovarian cancer. 79,000 compounds, 4.7% hits. AID 1794786
NCI/ADR-RES = NCI/ADR-RES ovarian cells | AID 1794790 | 81,000 compounds, 4.4% hits
OVCAR-4 = OVCAR-4 ovarian cancer cells | 80,000 compounds, 3.7% hits
* marks the source's active call; other numbers are inactive results; . = no result given; [ ] = another dose, or the depositor's remark. The calls were made as follows: active = growth percent below 10; inactive = the rest.

mol,OVCAR-3,OVCAR-5,DU-145,SK-OV-3,OVCAR-8,IGROV1,NCI/ADR-RES,OVCAR-4
CC(C)(C)N1CC(O)C1,104.2,100.4,124.9,119.3,100.5,92.1,96.7,85.2
N#C/C(=C/c1cc(Br)cc(Br)c1O)C(N)=O,.,92.9,116.3,88.1,107.3,81.2,107.7,106.4
O=C(C1CCCCC1)[C@@H]1[C@]2(C(=O)NC3CCCCC32)[C@@H]2CCCN2[C@@]12C(=O)NC1CCC(Cl)CC12 (stereo partly drawn),-91.9*[100 µM],-89.5*[100 µM],-98.0*[100 µM],-94.1*[100 µM],-64.3*[100 µM],-70.3*[100 µM],-68.2*[100 µM],-79.6*[100 µM]
COc1cc2oc(-c3cccc(NC(=O)c4cccc(Br)c4)c3)cc(=O)c2c(O)c1OC,112.9,94.1,95.2,80.2,77.1,97.2,80.7,91.7
COc1nc2c(c(=O)n1C)C(c1ccc(F)cc1)C=C(C(=O)O)N2 (stereo not drawn),113.6,102.0,103.2,103.1,106.7,120.8,107.8,101.8
Cn1cc(-c2nnc(-c3cn(C)c4ncccc34)s2)c2ccccc21,40.1,90.0,73.6,.,90.9,70.2,48.0,81.0
CN(CCNCc1ccccn1)CCNCc1ccccn1,-37.1*,-1.4*,11.3,-23.0*,13.5,26.9,4.3*,-17.3*
O=C1OC(c2ccc(Cl)cc2)(c2ccc(Cl)cc2)c2ccccc21,92.8,99.4,109.5,112.4,98.0,92.6,95.4,99.7
O=C(OC[C@H]1O[C@H](OC(=O)c2cc(O)c(O)c(OC(=O)c3cc(O)c(O)c(O)c3)c2)[C@H](OC(=O)c2cc(O)c(O)c(OC(=O)c3cc(O)c(O)c(O)c3)c2)[C@@H](OC(=O)c2cc(O)c(O)c(OC(=O)c3cc(O)c(O)c(O)c3)c2)[C@@H]1OC(=O)c1cc(O)c(O)c(OC(=O)c2cc(O)c(O)c(O)c2)c1)c1cc(O)c(O)c(OC(=O)c2cc(O)c(O)c(O)c2)c1,13.8,48.3,30.3,49.8,30.2,29.8,9.1*,37.8
OC1CCC(Cn2c(C(F)(F)F)cc3c(Cl)ncnc32)CC1 (stereo not drawn),-25.1*,94.6,10.5,57.7,-4.0*,-85.7*,51.8,-19.9*
Cc1cc(C)c([N+](=O)[O-])c([N+](=O)[O-])c1C,106.2,111.1,109.3,96.9,.,96.9,107.2,105.2
CN[C@@H]1[C@H](OC2[C@H](O[C@H]3[C@H](O)[C@@H](O)[C@H](N=C(N)N)[C@@H](O)[C@@H]3N=C(N)N)O[C@@H](C)[C@]2(O)C=O)O[C@@H](CO)[C@H](O)[C@H]1O (stereo partly drawn),126.4,.,122.9,94.7,108.5,.,101.5,104.4
COc1cc(/C=C/C(=O)/C=C(O)/C=C/c2ccc(OC(=O)C34CC5CC(CC(C5)C3)C4)c(OC)c2)ccc1OC(=O)C12CC3CC(CC(C3)C1)C2,109.2,97.1,113.5,114.0,103.9,92.5,104.4,103.9
CC(C(N)=O)N1CCN(c2ccccc2Cl)CC1 (stereo not drawn),109.5,96.8,111.4,98.6,110.6,109.2,101.3,101.3
CCOC(=O)C(=Cc1ccccc1OC)C(=O)OCC,83.2,122.6,42.5,109.5,85.2,89.4,83.7,78.6
O=C(CC1CCCC(CC(=O)c2ccccc2)N1CCc1ccccc1)c1ccccc1 (stereo not drawn),71.9,97.2,99.1,85.7,66.0,52.5,103.0,78.5
Nn1c(-c2ccccc2)nc2c(-c3ccc(Cl)cc3)nc3ccc(Cl)cc3c2c1=O,80.4,97.6,92.9,93.4,94.9,137.6,128.2,48.8
COc1cccc(/C=N/Nc2nnc3n2N=C(c2ccccc2)CS3)c1,112.9,105.2,104.0,96.8,100.5,97.5,94.6,107.7
Cc1ccc(Nc2cccc3cccc(S(=O)(=O)O)c23)cc1,102.5,100.1,110.6,106.9,104.4,113.4,101.2,102.6
CCC/C(=N\NC(N)=O)C(OC)OC,104.3,97.1,96.2,115.7,98.6,122.5,99.6,89.0
Cc1cc2ccccc2c[n+]1CC(=O)c1ccc(-c2ccccc2)cc1,31.9,73.1,65.8,64.1,43.8,49.2,101.0,9.7*
COc1cccc(C(=O)NCCNc2cc(-c3cn(-c4ccccc4)nc3-c3cccc(OC)c3)ccn2)c1,54.5,91.7,64.0,54.6,40.0,74.1,47.2,49.6
C[C@]12CCC(=O)C[C@H]1CC[C@@H]1[C@@H]2CC[C@@]2(C)[C@H]1CC[C@]2(O)C(=O)CO,115.0,92.3,108.1,105.3,108.2,102.6,106.7,.
CCOC(=O)Cc1cnn(C)c1N1C=Nc2ccccc2S1(=O)=O,111.9,96.7,112.8,102.7,96.3,101.7,102.4,97.5
Cc1csc(/N=C(N)/N=C(\N)c2cnccn2)n1,.,112.2,108.7,108.5,103.1,110.5,114.2,108.4
COc1cc(OC)c2sc(-c3ccc(-n4cncc4-c4cc(OC)c(OC)c(OC)c4)cc3)nc2c1,35.1,81.3,78.3,88.8,76.1,63.9,60.6,50.2
C=C1CCC2C3(C)COC(c4ccccn4)OC3CCC2(C)C1C/C=C1/C(=O)OCC1O (stereo not drawn),84.1,123.9,89.9,.,73.6,104.6,87.9,80.5
C[C@H]1[C@H](C)CC[C@]2(COC(=O)CCC(=O)NCC#CCN3CCNCC3)CC[C@]3(C)C(=CC[C@@H]4[C@@]5(C)CCCNC(C)(C)[C@@H]5CC[C@]43C)[C@H]12,75.6,53.8,74.4,51.4,69.0,44.3,66.9,66.1
COc1ccc(NC(=O)CNc2ccc(-c3nc4ccccc4s3)cc2)cc1,90.9,98.0,93.5,116.8,121.3,95.7,97.3,97.1
O=C(Nc1cccc2ncccc12)c1sc2ccccc2c1Cl,99.8,95.8,103.6,99.8,96.8,68.0,95.8,62.7
NS(=O)(=O)c1ccc(CN=CC2=CNC3C=CC=CC23)cc1 (stereo not drawn),.,95.0,106.5,110.9,96.3,95.5,104.5,101.7
CN(C)c1ccc(N=C2C=CC(=O)c3ccccc32)cc1,23.8,88.0,-58.0*,95.4,76.3,88.6,85.5,71.5
CN1CCN(c2ccc(C(=O)/C=C/c3ccc(C#N)cc3)cc2)CC1,79.9,127.0,82.1,86.6,92.0,68.1,80.8,85.0
COc1ccc(-c2nc3ccccn3c2/C=C2/C(=O)Nc3ccc(Cl)cc32)cc1,91.1,98.1,110.0,108.0,88.2,89.3,95.7,103.0
CC(=O)O[C@@H]1CCN2C(=O)Nc3ccccc3[C@@H]2C1,117.4,113.0,112.0,101.2,106.4,116.8,103.0,96.2
N#CSCc1c(Cl)c(Cl)c(CSC#N)c(Cl)c1Cl,112.2,95.2,107.6,114.8,116.7,101.1,96.2,103.5
Cc1nc2ccccc2[nH]c1=O,129.0,122.3,122.5,110.4,100.0,103.9,107.7,106.2
CC(=O)[C@@]1(O)[C@H](C)C[C@H]2[C@@H]3C=C(C)C4=Cc5c(cnn5-c5ccccc5)C[C@]4(C)[C@H]3[C@@H](O)C[C@@]21C,8.0*,40.6,54.6,38.7,37.3,-16.8*,27.1,56.5
COc1cc(C2Nc3ccccc3-n3cccc32)cc(OC)c1OC (stereo not drawn),94.0,87.3,97.9,106.1,91.1,.,74.2,87.5
CC(=O)Nc1ccc2c(c1)C(=Nc1cccc(C)c1)c1ccccc1-2,123.9,102.9,111.5,119.3,108.9,.,104.2,118.2
CN(C)Cc1cc(C(C)(C)C)cc(C(C)(C)C)c1O,116.5,104.8,113.3,105.5,95.7,107.9,101.0,105.4
C[N+]1(C2CC3CCC2C3=O)CCOCC1 (stereo not drawn),107.4,94.5,106.0,99.4,101.5,109.0,112.6,106.4
COc1ccc(CNC(=O)COc2ccc(/C=N/Nc3nc4ccccc4s3)cc2)cc1,25.3,66.9,-49.1*,.,22.3,28.8,23.3,-37.5*
O=S(=O)(c1cccc(NC2=Nc3cccc4cccc2c34)c1)N1CCCC1,84.3,100.1,90.4,84.1,83.7,80.0,66.0,46.9
O=C1CCC(Nc2ccc(O)cc2)N1 (stereo not drawn),108.8,95.5,107.2,103.6,114.1,112.4,95.6,84.2
OCCN1CN(c2ccccc2)C(=S)N(c2ccccc2)C1,112.8,90.2,113.6,103.7,97.4,93.9,99.6,113.7
O=C(NCc1ccc(Cl)cc1Cl)C1CCC(=O)N1c1cncs1 (stereo not drawn),104.9,96.5,105.3,103.5,108.8,106.4,99.8,98.5
Clc1ccccc1N=Nc1ccccn1,103.8,111.0,108.5,100.9,101.0,117.0,98.7,103.8

Reprinted from the results shown, 8 compounds:
mol,OVCAR-3,OVCAR-5,DU-145,SK-OV-3,OVCAR-8,IGROV1,NCI/ADR-RES,OVCAR-4
CN(C)Cc1cc(C(C)(C)C)cc(C(C)(C)C)c1O,116.5,104.8,113.3,105.5,95.7,107.9,101.0,105.4
C[N+]1(C2CC3CCC2C3=O)CCOCC1 (stereo not drawn),107.4,94.5,106.0,99.4,101.5,109.0,112.6,106.4
COc1ccc(CNC(=O)COc2ccc(/C=N/Nc3nc4ccccc4s3)cc2)cc1,25.3,66.9,-49.1*,.,22.3,28.8,23.3,-37.5*
O=S(=O)(c1cccc(NC2=Nc3cccc4cccc2c34)c1)N1CCCC1,84.3,100.1,90.4,84.1,83.7,80.0,66.0,46.9
O=C1CCC(Nc2ccc(O)cc2)N1 (stereo not drawn),108.8,95.5,107.2,103.6,114.1,112.4,95.6,84.2
OCCN1CN(c2ccccc2)C(=S)N(c2ccccc2)C1,112.8,90.2,113.6,103.7,97.4,93.9,99.6,113.7
O=C(NCc1ccc(Cl)cc1Cl)C1CCC(=O)N1c1cncs1 (stereo not drawn),104.9,96.5,105.3,103.5,108.8,106.4,99.8,98.5
Clc1ccccc1N=Nc1ccccn1,103.8,111.0,108.5,100.9,101.0,117.0,98.7,103.8

More records follow.
mol,OVCAR-3,OVCAR-5,DU-145,SK-OV-3,OVCAR-8,IGROV1,NCI/ADR-RES,OVCAR-4
O=C1Nc2ccccc2/C1=N/N=C/c1cc(Cl)cc(Cl)c1O,100.3,108.1,110.4,93.9,96.3,93.8,106.1,99.7
Cc1ccc(NC(=O)Nc2nc(N)n(-c3ccc(S(N)(=O)=O)cc3)n2)cc1,103.7,121.6,103.9,105.0,101.1,103.5,104.3,96.6
Cc1ccccc1-n1nnc(C(=O)Nc2nc3ccc(F)cc3s2)c1C,57.9,82.2,66.9,.,73.2,75.7,60.7,10.6
COc1cc(C=O)cc(CN2CCN(c3cc4c(cc3F)c(=O)c(C(=O)O)cn4C3CC3)CC2)c1O,97.5,104.7,107.0,100.4,96.8,95.9,95.6,95.2
CC1(C)CC(=O)C2=C(C1)N(c1ccc(OC(F)(F)F)cc1)C(N)=C(C#N)C2c1cc(Br)ccc1F (stereo not drawn),97.8,101.7,92.3,104.4,91.0,94.1,96.1,79.8
CCCCCCCCCCCCNC(=O)[C@H]1CSC(c2cc(Br)cs2)N1 (stereo partly drawn),-50.8*,9.5*,-48.2*,-42.5*,-64.8*,-54.1*,-22.3*,-72.4*
C#CC#CC#CC#CC#CC#CC#CC#CC[C@H]1OC[C@H](COC(=O)O[C@@H](C(=O)O[C@H]2C[C@@]3(O)[C@@H](OC(=O)c4ccccc4)[C@@H]4[C@]5(OC(C)=O)CO[C@@H]5C[C@H](O)[C@@]4(C)C(=O)[C@H](OC(C)=O)C(=C2C)C3(C)C)[C@@H](NC(=O)c2ccccc2)c2ccccc2)O1,15.7,38.4,45.3,66.2,52.7,48.1,106.2,60.7

Compound activity deposited in PubChem by NCI.
